Source: PubChem
Gli-Sufu antag: antagonists of Gli-Sufu signaling; inhibition, % at 5 µM; Sufu-KO-LIGHT fibroblasts, Gli luciferase reporter luminescence; AID 588413; 340,000 compounds, 0.74% hits;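 active means inhibition above about 55%, limit read from the data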;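 further: 0% = DMSO-treated cells and 100% = wells with medium but no cells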
CCR6 antagonist: antagonists of human CCR6 receptor; P51684; CHO-K1 CCR6 PathHunter beta-arrestin, luminescence, CCL20-stimulated; inhibition, % at 20 µM; 340,000 compounds, 0.49% hits; AID 493098;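 active means compounds whose inhibition of the agonist-driven luminescence signal at 20 µM reaches about 50%, limit read from the data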;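 further: cells stimulated with CCL20 at 14 nM final; plate controls were DMSO with CCL20 for no effect and DMSO without agonist for full effect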
Jurkat NFkB inh: lowers PMA/ionomycin-induced NF-kB signal in Jurkat cells. PMA/ionomycin-induced NF-kB luciferase reporter, luminescence. inhibition, % at 4 µM. 330,000 compounds, 0.53% hits; in the data active means inhibition above about 50%
UBC13 polyUb: inhibitors of human UBC13 polyubiquitin chain formation; P61088; inhibition, % at 20 µM; AID 485273; 330,000 compounds, 0.47% hits; TR-FRET; in the data active means inhibition above about 45%, passing the limit was not always enough
Target sequence (P61088 whole entry, looked up): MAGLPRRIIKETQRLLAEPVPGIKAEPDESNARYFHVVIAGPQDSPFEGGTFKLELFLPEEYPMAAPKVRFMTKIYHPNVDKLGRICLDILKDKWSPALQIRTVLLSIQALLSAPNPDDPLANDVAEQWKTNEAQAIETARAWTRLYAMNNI
CXCR6 block: CXCR6 (human) receptor inhibition. CHO-K1 PathHunter CXCR6 beta-arrestin, luminescence. inhibition, % at 20 µM. 360,000 compounds, 0.36% hits. AID 602244; in the data active means inhibition above about 34%, passing the limit was not always enough;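 further: antagonist mode with CXCL16 agonist at 10 nM final; 0% = 10 nM CXCL16 with DMSO and 100% = unstimulated wells without agonist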
697 NFkB inh: lowers PMA/ionomycin-induced NF-kB signal in 697 B cells; 697 B-cell NF-kB luciferase reporter, 16 h; inhibition, % at 4 µM; 330,000 compounds, 0.33% hits; AID 435022; in the data active means inhibition above about 35%
APJ antag: antagonists of human APJ apelin receptor; AID 2521; inhibition, % at 20 µM; CHO-K1 APJ beta-arrestin complementation, luminescence; 330,000 compounds, 0.32% hits;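 active means inhibition above about 40% at 20 µM, limit read from the data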;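 further: cells challenged with 10 nM apelin-13 agonist together with compound; plate controls were apelin-13 plus DMSO wells for no effect and DMSO wells lacking apelin-13 for full effect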
Target sequence (P35414 whole entry, looked up): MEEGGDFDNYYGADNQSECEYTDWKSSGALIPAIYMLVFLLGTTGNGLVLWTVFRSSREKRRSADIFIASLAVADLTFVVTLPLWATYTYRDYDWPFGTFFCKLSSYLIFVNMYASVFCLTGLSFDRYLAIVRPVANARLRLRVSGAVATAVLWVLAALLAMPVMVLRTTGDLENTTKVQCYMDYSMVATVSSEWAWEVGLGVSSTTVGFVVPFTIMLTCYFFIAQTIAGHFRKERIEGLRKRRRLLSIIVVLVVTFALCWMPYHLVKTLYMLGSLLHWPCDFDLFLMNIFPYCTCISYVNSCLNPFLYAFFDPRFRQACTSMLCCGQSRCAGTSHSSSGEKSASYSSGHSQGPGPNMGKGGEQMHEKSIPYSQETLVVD
EBI2 block: blocks human EBI2 receptor beta-arrestin signaling | P32249 | EBI2 beta-arrestin recruitment, luminescence, 7a,25-OHC stimulated | inhibition, % at 5 µM | 360,000 compounds, 0.81% hits | AID 651636; in the data active means inhibition above about 38%;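 further: enzyme fragment complementation signal reports receptor beta-arrestin coupling in cells; 0% = agonist plus DMSO wells and 100% = wells without agonist; some results beyond the cut were filed as inactive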
Target sequence (P32249 whole entry, looked up, the tested form may be a part): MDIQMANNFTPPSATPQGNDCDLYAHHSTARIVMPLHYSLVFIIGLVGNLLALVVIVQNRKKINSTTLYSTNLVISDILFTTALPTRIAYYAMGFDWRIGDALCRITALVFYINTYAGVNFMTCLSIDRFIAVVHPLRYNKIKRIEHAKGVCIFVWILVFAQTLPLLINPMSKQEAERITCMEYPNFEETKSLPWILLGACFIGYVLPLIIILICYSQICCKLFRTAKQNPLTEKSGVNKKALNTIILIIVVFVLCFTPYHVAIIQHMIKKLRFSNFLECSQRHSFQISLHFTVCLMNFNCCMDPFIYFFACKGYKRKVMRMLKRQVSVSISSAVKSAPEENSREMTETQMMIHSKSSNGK
Numbers without * were called inactive; / = no result given.

SMILES	CCR6 antagonist	CXCR6 block	697 NFkB inh	Jurkat NFkB inh	EBI2 block	UBC13 polyUb	APJ antag	Gli-Sufu antag
O=C1OC(/C=C/c2ccc(Cl)cc2Cl)=NC/1=C\c1cccs1	16	9	7	0	19	-10	-7	11
O=C(Nc1c(F)cc(F)cc1Br)C1CCCO1 (centres undefined)	-6	1	9	0	-7	3	7	-2
COc1ccccc1NC(NC(=O)c1cccnc1)C(Cl)(Cl)Cl (centres undefined)	8	5	4	-8	3	-4	-36	0
CCN(CC)C(=O)C1CCCN(Cc2ccccc2)C1 (centres undefined)	6	-4	13	-20	-10	3	2	-9
CCOn1c(SC(C)C)nc2ccccc2c1=O	-11	1	-3	-13	-7	8	15	3
COc1ccccc1N1CCN(C(=O)CCS(=O)(=O)c2ccc3c(c2)NC(=O)C(C)S3)CC1 (centres undefined)	4	-4	-3	11	-2	1	7	17
N/C(=N\OC(=O)c1ccc2ccccc2c1)c1ccncc1	-2	-12	-147	-119	7	-9	-49	-63
O=C(CCC1CCCN(C(=O)c2ccccc2Cl)C1)N1CCN(c2ccccn2)CC1 (centres undefined)	19	6	-4	0	7	4	15	-4
C=CCOC(=O)N1CCN(c2cccc(C(F)(F)F)c2)CC1	8	6	1	-9	-5	9	7	10
CC1CN(C(=O)N(C)C)CCN1C(=O)N(C)C (centres undefined)	-4	-7	24	-5	-12	10	-2	2
CCCCNc1c(N)n(CC(C)C)c(=O)[nH]c1=O	3	-7	9	-2	-17	2	2	3
CCCN1CCN(CCCNC(=O)Cn2ncc3c4ccccc4n(C)c3c2=O)CC1	14	-10	12	2	-2	3	-58	10
CCOC(=O)C[C@H]1c2cc(C(F)(F)F)ccc2S(=O)(=O)N1C(C)C	7	6	6	8	0	2	-44	-11
Cc1cc(C)n(CC(=O)NNC(=O)c2cccc(C(F)(F)F)c2)n1	-5	-16	14	9	3	4	-38	4
CSc1nnc2c(n1)OC(C)N(C(=O)c1ccccc1)c1ccccc1-2 (centres undefined)	-10	-12	-23	-48	3	8	0	4
CCCCN(C/C=C/c1ccccc1OC)Cc1ccccc1	18	-14	-54	-20	17	-3	38	23
O=C(c1ccccc1)c1ccc2nc[nH]c2c1	0	2	-33	-5	-10	-1	-4	-26
Cc1ccc(S(=O)(=O)N(C)C)cc1NC(=S)NC(C)CCC(C)C (centres undefined)	18	-8	-6	6	-7	1	-5	56*
Cc1cccc(C(=O)NC2CCN(S(=O)(=O)c3cccc(F)c3)CC2)c1	21	2	/	/	-13	/	/	-22
CCOC(=O)c1nnn(-c2nonc2N)c1CN1CCCC1	-2	-3	0	2	1	3	5	3
COc1ccc(CCNC(=O)CSc2nc(N)cc(=O)[nH]2)cc1OC	2	-1	17	3	4	1	3	-8
CCOC(=O)Cc1csc(NC(=O)CN(C)S(=O)(=O)c2cccc3cccnc23)n1	3	-9	7	-5	-8	8	-4	6
CCCCC(Sc1nc(N)c(NC(=O)c2ccc(OCC)cc2)c(=O)[nH]1)C(=O)O (centres undefined)	8	-8	3	2	-4	-2	1	-3
c1csc(-c2cn3ccc4ccccc4c3n2)c1	8	2	-121	-123	2	7	-14	-79
CCOC(=O)c1sc(=S)n(-c2ccc(Cl)cc2)c1C	5	5	8	-8	-2	6	26	-8

Some of these compounds in order of count of non-hydrogen atoms, falling.
SMILES	CCR6 antagonist	CXCR6 block	697 NFkB inh	Jurkat NFkB inh	EBI2 block	UBC13 polyUb	APJ antag	Gli-Sufu antag
Cc1cc(C)n(CC(=O)NNC(=O)c2cccc(C(F)(F)F)c2)n1	-5	-16	14	9	3	4	-38	4
O=C1OC(/C=C/c2ccc(Cl)cc2Cl)=NC/1=C\c1cccs1	16	9	7	0	19	-10	-7	11
c1csc(-c2cn3ccc4ccccc4c3n2)c1	8	2	-121	-123	2	7	-14	-79

Later entries.
SMILES	CCR6 antagonist	CXCR6 block	697 NFkB inh	Jurkat NFkB inh	EBI2 block	UBC13 polyUb	APJ antag	Gli-Sufu antag
NC(=O)c1c(NC(=O)COC(=O)CSc2nnc(-c3ccc(Cl)cc3)o2)sc2c1CCC2	-10	-13	23	-1	-7	-1	12	0
COc1ccc(-c2nc(CS(=O)CC(=O)N3CCN(C)CC3)c(C)o2)cc1OC (centres undefined)	-1	-1	-6	4	3	-1	-17	-2
O=C(NCCCN1CCN(c2ccccc2F)CC1)C1CCN(S(=O)(=O)N2CCOCC2)CC1	14	-6	-2	-22	-6	0	7	-5
COc1ccc(C(=O)NC(=O)CSc2nnc(-c3ccco3)n2-c2ccccc2)cc1	13	3	9	-25	-10	-1	3	-16
O=C(COC(=O)c1cc([N+](=O)[O-])ccc1N1CCOCC1)c1ccccc1Cl	10	13	-31	4	9	-8	-2	-3
O=S(=O)(N1CCCCC1)N1CCN(S(=O)(=O)N2CCCCC2)CC1	-5	-5	/	/	4	/	/	2
Cc1nn(C(=O)Cn2ccc([N+](=O)[O-])n2)c(C)c1Br	10	2	-12	3	4	0	-15	-3
O=C(Nc1cccc(-c2nc3ncccc3o2)c1)c1sc2ccccc2c1Cl	-11	-5	2	-5	-8	20	18	-16
CCCn1c(N)c(NCCN2CCOCC2)c(=O)n(CC(=O)NCc2ccccc2)c1=O	-8	-8	14	4	-11	4	3	-6
C/C(CC(C)C)=N\NC(=O)Nc1ccccc1	1	-4	22	-23	-6	10	8	8
Cc1cccc(COc2ccc(/C=N/NC(=O)c3nnn(-c4nonc4N)c3COc3ccc(F)cc3)cc2)c1	2	3	-20	-54	12	-13	-10	-72
c1ccc(CNc2ccc3ccccc3n2)nc1	11	-12	-265	-130	-4	-5	-2	-90
Cc1ccc(N2C(=O)CC(NCc3ccc4c(c3)OCO4)C2=O)cc1Cl (centres undefined)	8	14	7	-15	-7	10	13	-10
CCOC(=O)[C@@H]1[C@H]2COc3ccccc3[C@@H]2N2C(=O)N(c3ccc(OC)cc3)C(=O)[C@]12C	12	-8	3	0	11	-2	19	5
CN(c1cccc(Cl)c1)S(=O)(=O)c1cccc(C(=O)Nc2nc3ccccc3[nH]2)c1	32	4	-30	9	-24	-20	0	17
Cc1nc(-c2cccc(-c3noc(C)n3)c2)no1	5	4	9	1	-8	11	25	-7
CC(C)CC(C(=O)OCC(=O)c1c(N)n(C)c(=O)n(C)c1=O)N1C(=O)c2ccccc2C1=O (centres undefined)	15	6	-32	4	3	8	-18	-2
COC(=O)C1=C(C)N(CCCC(=O)O)C(=O)NC1c1cccc(OC)c1 (centres undefined)	-10	-12	15	15	2	-6	-4	-4
CCCCc1ccc(C2C(C#N)=C(N)SC(N)=C2C#N)s1	/	/	-8	-8	/	-20	22	/
COc1ccc(N2CCN(CC(=O)c3ccc(O)cc3O)CC2)cc1	1	-1	3	-8	-14	-15	-10	13
Cc1ccc(OCC(=O)N2CCc3ccccc32)cc1	17	-6	-121	-126	0	-5	-3	-109
O=C(NCc1ccccn1)C1CCN(C(=O)c2cc3sccc3n2Cc2ccc(F)cc2)CC1	-1	-7	-23	-2	3	4	15	8
COc1ccc(NC(=O)CN2CCN(CC(=O)Nc3ccccc3F)CC2)cc1OC	6	-15	15	-6	-3	2	-10	18
O=S(=O)(Nc1ccccc1)c1ccc2c(c1)CCO2	-11	6	-12	-7	-7	-8	-1	-19
COC(=O)C1=C(C(=O)OC)N2C=CC=CC2(C)C(C(=O)OC)=C1C(=O)OC (centres undefined)	6	7	/	/	-5	/	/	-2
COc1ccc(/C=C/c2nnc(NC(=O)CSc3ccc(Cl)cc3)s2)cc1	6	-12	-51	-5	-4	10	-1	-82
COC(=O)C1(C)NC(=O)c2ccccc2N1 (centres undefined)	6	-7	18	-3	1	14	11	-1
CN(C)S(=O)(=O)c1ccc(N2CCCC2)c(C(=O)NNC(=O)COc2ccc(Cl)cc2)c1	-12	-4	25	6	-3	-3	4	-8
N#CCCNC(=O)Cn1c(COc2ccc(Cl)cc2)nc2ccccc21	19	1	13	3	-3	18	-3	6
C[C@@H](C(=O)O)[C@@H]1C[C@@]1(C)[C@@H](NC(=O)OCc1ccccc1)c1ccccc1	-5	-7	0	19	-2	-7	12	-5
O=C(NCc1ccccc1)C1CCCN(c2ncnc3c2nc2n3CCCCC2)C1 (centres undefined)	7	9	-45	-7	3	5	-2	18
COCCNC(=O)C(NC(=O)C1CCCCC1)C12CC3CC(CC(C3)C1)C2 (centres undefined)	11	-3	14	-2	-13	8	11	4
Nc1nccnc1C(=O)OCC(=O)NCCc1ccc(Cl)cc1	6	2	-21	-10	3	0	9	-15
Cc1c(NC(=O)CN2C(=O)NC(C)(c3ccc(OC(F)F)cc3)C2=O)c(=O)n(-c2ccccc2)n1C (centres undefined)	6	4	-17	-9	6	2	-5	0
CCCCn1c(CNC(=O)CCC)nc2ccccc21	-3	-6	3	3	-10	-2	10	-8
CC(C)(C)OC(=O)N1CCC(c2c(C(=O)N3CCN(C4CCCCC4)CC3)cnn2-c2ccc(F)cc2)CC1	-5	4	-13	13	-4	-5	20	-15
NC(=O)COc1ccc(C23CC4CC(CC(C4)C2)C3)cc1	-3	-5	-39	-47	-4	-7	-24	-28
OCC[C@@H]1C[C@@H](O)[C@H](O)[C@]2(OCc3ccccc32)O1	8	3	12	21	-3	0	6	-7
N#C/C(=C\c1ccc(OCC(N)=O)cc1)C(=O)NC1CC1	0	-9	8	-4	-2	-12	-30	-3
CCN1CCN(CCCOc2ccccc2-c2ccccc2)CC1	5	-4	-2	-6	0	11	-12	31
CCc1ccc2nc3n[nH]c(N)c3cc2c1	-8	-3	-3	-46	-12	-20	12	-50
COCCCn1c(SC(C)C(=O)NC2CC2)nc2ccccc2c1=O (centres undefined)	8	2	3	-6	-1	-3	10	0
O=C(CCC(=O)NNC(=O)c1ccc([N+](=O)[O-])cc1)NCc1ccccc1	-23	-16	15	-13	-20	0	-40	0
CCOC(=O)N1CCN(C(=O)CN(c2ccc(Oc3ccccc3)cc2)S(C)(=O)=O)CC1	-2	-1	-24	8	-2	-12	-10	7
COc1ccc(/C=C/C(=O)NCc2ccc3c(c2)OCO3)cc1OC	1	6	-51	-32	-4	-4	18	8

Filtered by structure, the compounds so far with a COOH group (3)
SMILES	CCR6 antagonist	CXCR6 block	697 NFkB inh	Jurkat NFkB inh	EBI2 block	UBC13 polyUb	APJ antag	Gli-Sufu antag
CCCCC(Sc1nc(N)c(NC(=O)c2ccc(OCC)cc2)c(=O)[nH]1)C(=O)O (centres undefined)	8	-8	3	2	-4	-2	1	-3
COC(=O)C1=C(C)N(CCCC(=O)O)C(=O)NC1c1cccc(OC)c1 (centres undefined)	-10	-12	15	15	2	-6	-4	-4
C[C@@H](C(=O)O)[C@@H]1C[C@@]1(C)[C@@H](NC(=O)OCc1ccccc1)c1ccccc1	-5	-7	0	19	-2	-7	12	-5
